VP16 counter = inhibits Gal4-VP16 luciferase reporter, ROR gamma counter-screen. Potency, µM (highest dose often 53.6 µM), without a hit: at the highest dose activity, negative = inhibition, actives largely listed as inhibitors. Drosophila S2 Gal4-VP16 UAS-luciferase, luminescence, 20 h. hit rate 3.5% among 310,000. AID 2546;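 further: Gal4-VP16 expression switched on by copper sulfate through the metallothionein promoter; potency means the concentration at half of the fitted maximal effect; on the % scale 0 is the no-effect control and ±100 the full control effect; nearly all actives have a fitted effect of over 50% in size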
ELG1 genotox = genotoxicity induction in ELG1-luciferase HEK293T cells; HEK293T ELG1-luciferase reporter, luminescence, 16 h; Potency, µM (series often up to 46 µM), without a hit: top-dose activity change, positive = activation, most hits filed as activators; hit rate 1.3% among 330,000; AID 504466; further: potency means the concentration at half of the fitted maximal effect; % of control where 0% means no effect; nearly all actives have a fitted effect of over 60% in size
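Step 1: seed 2,000 HEK293T ELG1-luciferase cells per well. Step 2: add compound or DMSO, incubate 16 hr at 37 °C. Step 3: ONE-Glo, 30 min at room temperature, read luminescence.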
Menin MLL FP TR = displaces Texas Red mutant MLL peptide from human menin | Menin + Texas Red MLL mutant peptide, fluorescence polarization | Potency, µM (doses to about 61.6 µM), for the others: at the highest dose FP activity change, negative = inhibition, hits mostly inhibitors | hit rate 0.23% among 270,000; active means well fitted inhibition curve with a large enough effect in the polarisation, with a control signal flat, not every such curve was filed as active; inconclusive means small, poorly fitted or top-dose-only effect, or effect the other way, or a change in a side signal; inactive means no such curve, though single readings can be large or run the other way; the % refers to the polarisation; further: potency means the concentration at half of the fitted maximal effect; % of control where 0% means no effect; many of its hits are not listed in these tables
Target sequence (O00255 whole entry, looked up): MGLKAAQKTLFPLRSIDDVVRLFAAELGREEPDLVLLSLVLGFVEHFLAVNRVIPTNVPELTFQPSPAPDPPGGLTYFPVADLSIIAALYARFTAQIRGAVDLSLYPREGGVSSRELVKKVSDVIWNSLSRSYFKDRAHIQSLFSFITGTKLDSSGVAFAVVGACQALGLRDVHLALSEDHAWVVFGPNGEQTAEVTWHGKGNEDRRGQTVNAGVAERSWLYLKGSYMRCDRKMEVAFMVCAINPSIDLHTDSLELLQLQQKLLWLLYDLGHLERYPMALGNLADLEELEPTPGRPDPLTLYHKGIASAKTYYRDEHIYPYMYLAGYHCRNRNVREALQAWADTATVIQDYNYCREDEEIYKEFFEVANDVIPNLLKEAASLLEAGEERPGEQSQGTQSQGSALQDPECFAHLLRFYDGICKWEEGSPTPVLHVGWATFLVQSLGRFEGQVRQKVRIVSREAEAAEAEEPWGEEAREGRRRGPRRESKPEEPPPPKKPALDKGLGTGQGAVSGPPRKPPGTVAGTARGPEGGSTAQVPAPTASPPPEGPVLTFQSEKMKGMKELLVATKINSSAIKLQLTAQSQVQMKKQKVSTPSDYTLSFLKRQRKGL
Giardia kill = kills Giardia lamblia; Giardia lamblia trophozoite viability; activity change, % at 7.66 µM, hits read low; hit rate 0.15% among 340,000; AID 540267; in the data active means activity change below about -80%; inconclusive means between about -30% and that limit;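 further: parasites exposed to compound for two days anaerobically before the ATP read; on the % scale 0 is the no-effect control and ±100 the full control effect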
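Killing of trophozoites was scored by loss of ATP luminescence after a 48 hrs anaerobic exposure to compounds at 37 deg C, using 100 cells per well.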
NPC1 prom act = NPC1 promoter activation; Huh7 NPC1 promoter luciferase reporter, 24 h; Potency, µM (doses to about 9.22 µM), for the others: top-dose activation, most hits filed as activators; hit rate 2.4% among 320,000;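 further: potency means the concentration at half of the fitted maximal effect; % of control where 0% means no effect; nearly all actives have a fitted effect of over 60% in size; reporter is driven by a mutant NPC1 promoter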
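Quantitative HTS used a cell-based reporter: Huh7 cells stably bearing the NPC1 promoter upstream of luciferase were treated with compounds for 24 h, and promoter activation was read as luminescence.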
BRCA1 expr up = activators of BRCA1 expression | MCF7-BRCA1-FFLuc reporter, luminescence, 48 h; response scale: scaled: vehicle 0%, 10 µM genistein 100% | Potency, µM (doses to about 46.1 µM), without a hit: top-dose activation, most hits filed as activators | hit rate 1.1% among 380,000 | AID 624202; further: potency means the concentration at half of the fitted maximal effect; nearly all actives have a fitted effect of over 80% in size; some results filed as inactive show a strong effect at the top dose
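Luminescence from a BRCA1-driven firefly luciferase in MCF7 cells was read after 48 h compound exposure at 37 C. Data normalized against DMSO and a 10microM genistein activation control, then curve-fitted across the titration.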
p53 reactivator = restores transcriptional activity of mutant p53 | H1299 p53-A138V BP100-luciferase reporter, luminescence, 24 h | Potency, µM (top dose mostly 92.2 µM), inactives show at the highest dose activity change, positive = activation, hits mostly activators | hit rate 0.063% among 320,000; further: potency means the concentration at half of the fitted maximal effect; % of control where 0% means no effect; nearly all actives have a fitted effect of over 45% in size
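p53-null H1299 cells stably carrying temperature-sensitive p53-A138V and a BP100-luciferase reporter were pinned with compounds (4-point, 1:5 series) and held 24 hrs at 37 deg C. Luminescence was read 10 min after detection reagent.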
PKM2 activator = PKM2 (human) enzyme activation; P14618; purified PKM2, Kinase-Glo ATP luminescence, activation; response scale: 0% is enzyme alone, no compound; Potency, µM (doses to about 57.5 µM), for inactives: top-dose activation, hits mostly activators; hit rate 0.34% among 260,000; further: potency means the concentration at half of the fitted maximal effect; on the % scale 0 is the no-effect control and ±100 the full control effect; nearly all actives have a fitted effect of over 55% in size
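Kinase-Glo luminescence reports ATP generated from ADP (0.1 mM) and PEP (0.5 mM) by purified hPK-M2 after 1 h at room temperature, pH 7.2 imidazole buffer; intermediate enzyme activity allows detecting inhibitors and activators.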
FLuc modulator = counter-screen for miR-21 project: firefly luciferase inhibitors or activators; purified FLuc, Km substrates, luminescence inhibition; AID 588342; hit rate 6.9% among 360,000; P08659; Potency, µM (titrated, usually from 57.5 µM), for the others: top-dose activity change, negative = inhibition, actives largely listed as inhibitors;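 further: potency means the concentration at half of the fitted maximal effect; plate controls were vehicle for no effect and reference inhibitor for full effect; nearly all actives have a fitted effect of over 55% in size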
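Purified P. pyralis luciferase (10nM final) with 10uM D-luciferin and 10uM ATP (Km levels) in 50mM Tris acetate pH 7.5, 10mM Mg acetate, 0.01% Tween-20, 0.05% BSA; qHTS 6-point titration, ~60 µM downward; luminescence read.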
Rab9 prom act = Rab9 promoter activation; Huh7 Rab9 promoter-luciferase reporter, luminescence, 24 h; Potency, µM (titrated, usually from 9.22 µM), for inactives: at the highest dose activation, negative = inhibition, actives largely listed as activators; hit rate 2.8% among 320,000; further: potency means the concentration at half of the fitted maximal effect; % of control where 0% means no effect; nearly all actives have a fitted effect of over 60% in size
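Stable Rab9-luc Huh7, 1500 cells/well, 2 h settle; cmpd in DMSO, 24 h, 37 °C/5% CO2; luciferase reagent 10 min RT; luminescence.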
RORgamma inh = inhibitors of mouse ROR gamma transcriptional activity; P51450; AID 2551; Drosophila S2 Gal4-RORgamma UAS-luciferase reporter, 20 h; hit rate 5.4% among 310,000; Potency, µM (highest dose often 53.6 µM), inactives show at the highest dose activity change, negative = inhibition, most hits filed as inhibitors; further: potency means the concentration at half of the fitted maximal effect; on the % scale 0 is the no-effect control and ±100 the full control effect; nearly all actives have a fitted effect of over 60% in size
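Drosophila Schneider cells stably carrying a metallothionein-driven Gal4 DBD–ROR gamma fusion and a UAS-Photinus luciferase reporter were exposed to compound for 1 hr, then induced with copper sulfate (700 uM final) for 20 hr at ambient temperature before luminescence reading.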
Active calls of the source: *; ? = inconclusive; nt = no result given; [ ] = dose if it differs, or a comment. Unless noted, the call rests on the fitted dose curve; in most records, active means well fitted curve in the direction sought with a large enough effect; inconclusive means small, poorly fitted or top-dose-only effect, or another doubt; inactive means no such curve, though single readings can be large; an effect the other way counts as inactive or inconclusive. An excerpt. The share of hits here may be higher or lower than overall.

SMILES	VP16 counter	ELG1 genotox	Menin MLL FP TR	Giardia kill	NPC1 prom act	BRCA1 expr up	p53 reactivator	PKM2 activator	FLuc modulator	Rab9 prom act	RORgamma inh
CC(C)c1ccc(N(C(=O)C(F)(F)F)C(C(=O)NC2CCCCC2)c2ccncc2)cc1 (configuration not stated)	-4%	1%	1%	18	-9%	-2%	4%	-1%	-1%	-6%	-17%
O=C(c1ccc2c(c1)OCO2)N1CCN(c2ccccc2F)CC1	6%	5%	-28%	4	11%	?	13%	-21%	-5%	12%	-4%
COC(=O)c1cccc(NC(=O)Cn2cnc3ccccc3c2=O)c1	-2%[0.365 µM]	3%	20%	6	-4%	-13%	-5%	0%	1%	-9%	7%
O=C(c1ccncc1)N1CCN(S(=O)(=O)c2ccc(F)cc2)CC1	-12%	7%	nt	10	-5%	-2%	8%	-4%	5%	0%	-18%
CN(c1ccc(C(=O)Nc2ccc3c(c2)OCO3)cc1)S(C)(=O)=O	-6%	15%	nt	?	2.8µM*	6.3µM*	18%	-19%	12µM*	4µM*	-39%
COc1ccc(CCN2CC(C(=O)NCCCn3nc(C)cc3C)CCC2=O)cc1 (configuration not stated)	4%	0%	nt	-3	3%	11%	7%	nt	-18%	-10%	-37%
Cc1sc(NC(=O)/C=C/c2ccc3c(c2)OCO3)nc1-c1ccccc1	-11%	0%	?	13	-21%	-92%	-16%	-20%	9.5µM*	-24%	10%
CCOC(=O)c1c(NC(=O)CCC(=O)O)sc2c1CCCCC2	-7%	-1%	-24%	-14	-3%	-16%	-1%	2%	-4%	-10%	25%
CCOC(=O)c1ccc(NC(=O)CCc2nc(-c3ccc(C)cc3)no2)cc1	7.9µM*	23µM*	?	1	-2%	2%	-4%	-4%	1%	8%	?
CC(C)(C)c1ccc(OCC(=O)N(c2ccccn2)C2CCCCC2)cc1	?	1%	?	-6	-3%	-66%	-4%	6%	2%	-7%	45%
COC(=O)c1cc(NC(=O)c2ccoc2C)cc(C(=O)OC)c1	5%	-3%	21%	9	-4%	2%	-3%	2%	1%	-5%	11%
Cc1ccc(CNC(=O)CCS(=O)(=O)c2ccc3c(c2)NC(=O)CS3)cc1	2%	-2%	nt	6	-1%	1%	-5%	nt	1%	0%	0%
Nc1nc2ccc([N+](=O)[O-])c(N)c2s1	3%	10%	nt	9	3%	39%	6%	-6%	?	19%	27%
CCOc1cc(C(=S)N2CCN(C)CC2)ccc1OCC(=O)N1CCOCC1	2%	0%	16%	5	-1%	0%	0%	-13%	-1%	-2%	5%
CN1CCCN(Cc2nc(-c3cccc(C(F)(F)F)c3)no2)CC1	0%	1%	-9%	-1	-2%	36%	1%	2%	-2%	2%	2%
COc1ccccc1CNC(=O)c1cc(C(=O)CC(C)C)c[nH]1	4%	-7%	-19%	17	1%	12%	-7%	nt	-2%	-6%	?
Cc1ccc(C2C(C#N)=C(N)Oc3n[nH]c(C)c32)cc1 (configuration not stated)	-5%	-2%	0%	7	0%	-1%	2%	-4%	-3%	6%	-15%
C/C(=N\NC(=O)c1cccc(S(=O)(=O)N2CCOCC2)c1)c1ccc(OC(F)F)cc1	nt	-3%	nt	-1	1%	-7%	-4%	nt	-1%	-5%	nt
CCn1c(SCC(=O)c2ccc3c(c2)Cc2ccccc2-3)nnc1-c1ccc(N)cc1	8%	-1%	8%	-14	2%	-8%	-2%	0%	-8%	-10%	-30%
Nc1nonc1C(=Nc1ccccc1)NO	-11%	1%	1%	-28	20%	17%	-5%	-6%	3%	4%	10%
COCCCn1cnnc1SCc1nc2sc(C(C)=O)c(C)c2c(=O)[nH]1	-6%	1%	nt	-1	2%	-4%	6%	-4%	-3%	-1%	1%
COCCC(=O)N1CCC(Oc2ccc(C(=O)N(C)C(C)c3ccon3)cc2)CC1 (configuration not stated)	-2%	2%	nt	18	4%	3%	-3%	nt	0%	1%	-2%
COCCn1nnnc1C(C(C)C)N1CCOCC1 (configuration not stated)	3%	1%	-5%	-4	6%	7%	-5%	2%	1%	-1%	12%
CCOc1ccc(C(=O)N/N=C/c2ccc(SC)cc2)cc1	-19%	7%	?	9	2%	13%	-13%	3%	-8%	-4%	-34%
CSCCC1NC(=O)N(CC(=O)Nc2cc(C)on2)C1=O (configuration not stated)	nt	0%	nt	-18	-2%	3%	2%	nt	3%	-1%	nt
CC(C(=O)Nc1ccc(S(=O)(=O)N2CCOCC2)cc1)N(c1ccccc1)S(C)(=O)=O (configuration not stated)	0%	-3%	0%	12	-2%	2%	-4%	-7%	1%	2%	14%
O=C(CSc1nnc(-c2cccnc2)n1-c1ccc(SC(F)F)cc1)N1CCCc2ccccc21	-15%	-8%	-28%	29	-3%	-23%	-9%	4%	3%	-5%	?
Cn1cc(/C=C/C(=O)N2CCCC(C(=O)c3ccc(C(C)(C)C)cc3)C2)cn1 (configuration not stated)	0%	-4%	-20%	9	0%	0%	3%	0%	17µM*	-1%	?
CSCC[C@H](NC(=O)OCc1ccccc1)C(=O)O	1%	3%	-10%	3	-2%	12%	3%	-13%	2%	-2%	15%
CCOc1ccc(N(CC(=O)N2CCCCCC2)S(=O)(=O)c2ccc(C)cc2)cc1	5%	-8%	nt	1	6%	-30%	-3%	10%	1%	-2%	1%
Cc1ccc(COc2ccsc2-c2n[nH]c(=S)n2C)cc1	7.1µM*	2%	-16%	1	-2%	-2%[1.84 µM]	13%	0%	-4%	0%	2.8µM*
Cc1ccccc1NS(=O)(=O)c1ccc(C(=O)NCC(c2ccco2)N(C)C)cc1 (configuration not stated)	nt	-3%	nt	4	-10%	-29%	-15%	nt	0%	-8%	nt
CC(=O)c1sc(NC(=O)COc2ccc(C)c(C)c2)nc1C	-11%	0%	2%	-19	0%	1%	-7%	5%	2%	-1%	-3%
CCOc1cc(C2C(C#N)=C(N)Oc3n[nH]c(-c4ccccc4)c32)ccc1O (configuration not stated)	2%	0%	37%[activator]	-6	9%	-5%	10%	20%	-1%	1%	39%
Cc1cc2c(C)ccc(C)c2nc1SCC(=O)c1cccs1	20%	0%	-30%	19	8%	4%[1.84 µM]	4%	1%	2%	-2%	-35%
Nn1cnnc1SCC(=O)Nc1ccc(C2CCCCC2)cc1	-10%	?	17%	-13	3.5µM*	85%	11%	6%	5.4µM*	?	20%
COc1cc2c(cc1OC)C(c1ccc3c(c1)OCO3)CC(=O)N2 (configuration not stated)	-1%	16%	-14%	-12	-3%	2%	-3%	4%	6%	-4%	-19%
Cc1ccc(S(=O)(=O)N[C@H](C(=O)OCC(=O)NC(=O)Nc2ccc3c(c2)OCCO3)C(C)C)cc1	?	-8%	2%	-14	-2%	1%	14%	-3%	?	1%	?
COc1ccc(-c2cc(=O)oc3c(C)c(OC(C)C(C)=O)ccc23)cc1 (configuration not stated)	-14%	-4%	?	2	-5%	-17%	-4%	nt	2%	-1%	14%
Cc1ccc(Cc2nc(-c3ccccn3)no2)cc1	-15%	?	-19%	-1	1.8µM*	2.2µM*	22%	1%	11µM*	3.2µM*	-54%
CC(C)(C)OC(=O)N/N=C/c1ccc(Br)cc1	-1%	?	12%	-10	?	3.5µM*	?	0%	12µM*	1.6µM*	26%
COc1ccc(/C=C2\Sc3ccc(C(=O)NCCCN4CCCC4)cc3N(C)C2=O)cc1OC	0%	10%	3%	-29	0%	-55%	-6%	nt	-7%	-9%	-11%
Cc1cc(N(C)N)nc(NC(=O)NS(=O)(=O)c2ccccc2Cl)n1	0%	-1%	-10%	-1	-3%	0%	5%	nt	4%	12%	-42%
C/C=C/c1ccc(OCCCNC(C)CC)c(OC)c1 (configuration not stated)	1%	4%	-12%	5	0%	5%	6%	-3%	0%	0%	7%
COc1ccc(NC(=O)CCCn2c(=O)c3sccc3n(Cc3ccccc3C)c2=O)cc1	-1%	-1%	2%	2	2%	-52%	-8%	-14%	1%	-7%	29%[10 µM]
CCOC(=O)Cc1csc(NC(=O)COc2ccc3ccccc3c2)n1	-4%	0%	1%	-20	1%	28%	11%	4%	13µM*	-6%	0%
